# KDM4C inh = inhibitors of human demethylase GASC-1 KDM4C. GST-KDM4C 2-372, H3K9me3 peptide, LANCE TR-FRET. AID 720574. hit rate 0.15% among 96,000. Q9H3R0. inhibition, % at 12.5 µM;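 active = mean replicate inhibition above about 25%, with at least 55% of replicates also reaching it, limit read from the data, passing the limit was not always enough; inconclusive = only one of those two conditions met; inactive = neither condition met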
# Target sequence (Q9H3R0 2-372 limits assumed): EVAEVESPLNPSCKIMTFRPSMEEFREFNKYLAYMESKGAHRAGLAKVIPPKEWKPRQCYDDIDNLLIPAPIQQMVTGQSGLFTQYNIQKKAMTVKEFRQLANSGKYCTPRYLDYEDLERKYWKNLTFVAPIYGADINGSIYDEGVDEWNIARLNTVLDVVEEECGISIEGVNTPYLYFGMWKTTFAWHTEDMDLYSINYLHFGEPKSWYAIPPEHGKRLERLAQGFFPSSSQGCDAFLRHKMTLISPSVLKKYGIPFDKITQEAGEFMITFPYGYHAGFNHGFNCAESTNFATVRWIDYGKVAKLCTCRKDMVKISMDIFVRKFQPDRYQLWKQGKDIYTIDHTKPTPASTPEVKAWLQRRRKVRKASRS
#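 Material: N-terminal GST-fused human GASC-1 (KDM4C) fragment, residues 2-372. Input: 10 nM enzyme. Incubation: enzyme reaction 30 min, then detection 60 min, both room temperature. Doses: one test concentration per compound. Read-out basis: inhibition from TR-FRET ratio decrease. Detection: LANCE TR-FRET, excitation 340 nm, emissions 618 and 671 nm.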
# C diff growth = inhibitors of Clostridium difficile growth | Clostridium difficile clinical isolate growth, OD600, 24 h; stronger effect = lower value | growth activity, negative = inhibition, % at 16 µg/mL (by protocol) | hit rate 0.25% among 86,000;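 active = mean growth activity at or below -80% and every replicate also at or below -80%; inconclusive = mean at or below -80% but some replicate above -80%; inactive = mean growth activity above -80%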;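 also: 0% = DMSO wells and -100% = levofloxacin 16 µg/mL wells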
# Tcruzi prolif = inhibitors of T. cruzi proliferation | T. cruzi beta-gal in NIH3T3, GalScreen luminescence, 90 h | inhibition, % at 8.34 µM | hit rate 5.9% among 77,000 | AID 624255;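 active = mean inhibition above about 93%, with at least 55% of replicates each passing it, limit read from the data, passing the limit was not always enough; inconclusive = only one of those two conditions holds; inactive = neither condition holds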
# Pf Dd2 inh = P. falciparum Dd2 growth inhibition; SYBR Green, 72 h; stronger effect = lower value; hit rate 2.3% among 94,000; AID 1159554; activity change, % at 10 µM; in the data active = activity change below about -80%; inconclusive = no clear call, values can overlap the other calls
# Starred values were filed as active, the others as inactive; ? = inconclusive; nt = not tested or not shown; & = joins results of further samples.
SMILES,KDM4C inh,C diff growth,Tcruzi prolif,Pf Dd2 inh
CCC(=O)N1CC(=O)N2[C@H](CO)[C@@H](c3ccc(C#CC4CCCCC4)cc3)[C@@H]2C1,-0.1,34.5,nt,-35.8
CO[C@@H]1CN(C)C(=O)c2ccc(NS(C)(=O)=O)cc2OC[C@@H](C)N(C(=O)CC2CC2)C[C@@H]1C,0.4,-4.1,nt,16.2
O=C(c1ccccc1F)N1CC(=O)N2[C@H](CO)[C@@H](c3ccc(-c4cccnc4)cc3)[C@@H]2C1,-0.2,6.4,nt,17.6
Cc1ccc(S(=O)(=O)Nc2ccc3c(c2)C(=O)N([C@@H](C)CO)C[C@@H](C)[C@H](CN(C)Cc2ccc(C(=O)O)cc2)OCCCC[C@H](C)O3)cc1,0.2,nt,nt,8.7
Cc1noc(C)c1NC(=O)N(C)C[C@@H]1Oc2ccc(NC(=O)NC3CCCCC3)cc2C(=O)N([C@H](C)CO)C[C@@H]1C,-0.6,-2.3,85.6,5.3
CN1CCN(C(=O)C[C@H]2C[C@@H]3c4cc(NC(=O)Nc5ccc(C(F)(F)F)cc5)ccc4O[C@@H]3[C@@H](CO)O2)CC1,-0.5,4.6,1.6,-85.4*
COc1ccc(CN(C)C[C@@H]2Oc3ccc(NC(=O)NC4CCCCC4)cc3CC(=O)N([C@@H](C)CO)C[C@@H]2C)cc1,0.7,-9.9,3.9,3.0
C[C@@H]1CN([C@@H](C)CO)C(=O)c2cc(NC(=O)c3ccncc3)ccc2O[C@@H]1CN(C)C(=O)NC1CCCCC1,-0.7,-4.5,nt,3.5
CO[C@@H]1CN(C)C(=O)c2cc(NC(C)=O)ccc2OC[C@H](C)N(C(=O)c2cnccn2)C[C@H]1C,-1.5,nt,-29.8,24.5
C[C@H]1CN([C@@H](C)CO)C(=O)c2cc(NC(=O)Cc3ccccc3)ccc2O[C@H]1CN(C)Cc1ccc(C(=O)Nc2ccccc2N)cc1,-1.4,2.1,?,-67.9
CCCNC(=O)[C@H]1[C@H](CO)[C@H]2Cn3c(ccc(C4=CCCC4)c3=O)[C@H]2N1Cc1ccccc1,2.9,1.8,30.7,-8.3
CS(=O)(=O)N1CC(=O)N2[C@H](CO)[C@H](c3ccc(C#CC4CCCC4)cc3)[C@@H]2C1,0.5,-2.1,nt,-58.3
c1ccc(CN2[C@@H]3CNC[C@H]2C3c2ccc(-c3ccncc3)cc2)nc1 (stereo partly specified),3.2,4.8,nt,8.3
CC(C)C#Cc1ccc([C@@H]2[C@H]3CN(C(=O)c4ccc(F)cc4)CCCCN3[C@H]2CO)cc1,0.7,68.9,52.3,5.3
COc1cccc(S(=O)(=O)Nc2ccc3c(c2)C(=O)N(C)[C@H]2CC[C@H](CC(=O)O)O[C@H]2CO3)c1,-1.8,-5.3,-6.4,-38.3
C[C@@H]1CN([C@H](C)CO)C(=O)c2cccc(NC(=O)Nc3ccccc3)c2O[C@@H]1CN(C)Cc1ccc(C(F)(F)F)cc1,-0.4,-1.8,-22.5,-35.7
Cc1noc(C)c1NC(=O)Nc1ccc2c(c1)CC(=O)N([C@@H](C)CO)C[C@H](C)[C@H](CN(C)Cc1ccc3c(c1)OCO3)O2,-1.5,-0.5,23.4,-5.8
C[C@H](NC(=O)C[C@@H]1CC[C@@H](NC(=O)Cc2ccccn2)[C@@H](CO)O1)c1ccccc1,-0.2,nt,19.6,6.9
CCC(=O)N1C[C@H](C)[C@@H](OC)CN(C)C(=O)c2cc(NC(=O)c3cnccn3)ccc2OC[C@H]1C,1.9,-2.5,23.8,-1.7
CN(C)C(=O)C[C@@H]1CC[C@@H]2[C@H](COC[C@H](O)CN2CC2CCCCC2)O1,-1.6,-1.9&-6.7,-0.2,5.0
O=C(Nc1cc(F)ccc1F)N1CC(=O)N2[C@H](CO)[C@H](c3ccc(-c4cccnc4)cc3)[C@@H]2C1,-0.7,11.4,nt,-1.7
C[C@H](CO)N1C[C@H](C)[C@@H](CN(C)C)Oc2ncc(-c3ccncc3)cc2C1=O,0.6,0.3,0.7,18.4
C[C@@H]1CN([C@@H](C)CO)C(=O)c2cc(N(C)C)ccc2O[C@@H]1CN(C)C(=O)Nc1ccc(F)cc1,6.9,-0.7,33.0,1.9
Cc1ccc(S(=O)(=O)N(C)C[C@@H]2Oc3ncc(-c4ccncc4)cc3C(=O)N([C@H](C)CO)C[C@H]2C)cc1,1.7,-6.5,nt,-70.1
C[C@@H]1CN([C@@H](C)CO)C(=O)c2cc(NC(=O)Nc3ccc4c(c3)OCO4)ccc2O[C@@H]1CN(C)Cc1ccc(C(=O)O)cc1,0.6,-6.2,89.4,12.1
CC(C)NC(=O)N(C)C[C@H]1Oc2ccc(NC(=O)C3CC3)cc2C(=O)N([C@@H](C)CO)C[C@@H]1C,-0.5,-3.1,-39.8,3.5
C[C@@H]1CN([C@H](C)CO)C(=O)c2cc(NC(=O)CCCN(C)C)ccc2O[C@@H](C)CCCCO[C@H]1CN(C)CC1CCCCC1,2.4,22.3,-30.2,-79.4
COc1cccc(S(=O)(=O)Nc2ccc3c(c2)C(=O)N(C)[C@@H]2CC[C@@H](CC(=O)NCC4CCCCC4)O[C@H]2CO3)c1,-1.9,0.1,-8.2,5.5
COc1ccc(NC(=O)Nc2ccc3c(c2)C(=O)N([C@H](C)CO)C[C@H](C)[C@H](CN(C)C(=O)Nc2c(C)noc2C)OCCCC[C@H](C)O3)cc1,8.3,0.2,52.5,28.8
C[C@H]1CN([C@@H](C)CO)C(=O)Cc2cc(NC(=O)Cn3cnnn3)ccc2O[C@H]1CN(C)C(=O)Nc1ccc(C(F)(F)F)cc1,-1.5,-2.0,31.9,13.8
O=C(C[C@H]1CC[C@@H]2[C@H](COC[C@@H](O)CN2CC2CCCC2)O1)NCc1ccc(Cl)cc1,-2.7,-7.4,nt,-47.8
C[C@H](CO)N1C[C@H](C)[C@H](CN(C)C(=O)Cc2ccccn2)Oc2ncc(-c3ccccc3)cc2C1=O,0.2,-3.1,-18.3,0.7
C[C@H]1CN([C@@H](C)CO)C(=O)c2cccc(NC(=O)c3ccc(-c4nccs4)cc3)c2O[C@@H]1CN(C)S(=O)(=O)c1ccc(Cl)cc1,-4.4,1.9,19.9,5.6
CCCNC(=O)N1CC2(C1)[C@@H](c1ccccc1)[C@H](CO)N2C(=O)C1CCCC1,-1.9,-2.2,nt,23.1
N#C[C@@H]1[C@H](c2ccc(C#CC3CCCC3)cc2)[C@@H](CO)N1S(=O)(=O)c1ccccc1,-0.6,-11.8,97.5*,-16.3
C[C@H]1CN([C@@H](C)CO)C(=O)c2cc(-c3cccnc3)cnc2O[C@@H]1CN(C)C(=O)c1ccccc1F,-0.1,-4.8,-35.3,16.7
CN1c2ccc(-c3cccc(F)c3)cc2[C@H]2[C@H](CCN2C(=O)c2ccccc2F)[C@@H]1CO,-1.7,-2.6,48.5,-1.3
CC(=O)N(C)C[C@@H]1Oc2cc(Br)ccc2S(=O)(=O)N([C@@H](C)CO)C[C@H]1C,0.4,8.5,5.7,23.0
O=C(C1CCCC1)N1CC(=O)N2[C@@H](CO)[C@@H](c3ccc(Br)cc3)[C@@H]2C1,-0.2,2.9,nt,7.2
O=C(Nc1cc(F)ccc1F)N[C@H]1CC[C@H](CCn2cc(C3CC3)nn2)O[C@H]1CO,-2.1,nt,-2.7,9.1
C[C@@H]1CCCCO[C@H](CN(C)CC2CC2)[C@@H](C)CN([C@H](C)CO)C(=O)c2cc(NS(=O)(=O)c3ccccc3)ccc2O1,8.9,1.6,90.3,-27.1
CC(=O)NC[C@H]1[C@@H](c2ccc(-c3cccnc3)cc2)[C@H](CO)N1C(=O)C1CCC1,-1.9,0.2,21.9,6.1
C[C@H]1CN([C@@H](C)CO)C(=O)Cc2cc(NC(=O)CCCN(C)C)ccc2O[C@@H]1CN(C)S(=O)(=O)c1cccs1,2.5,10.3,14.8,-0.5
C[C@@H]1CCCCO[C@@H](CN(C)C(=O)c2ccncc2)[C@@H](C)CN([C@H](C)CO)C(=O)c2cc(NC(=O)CCCCCC(=O)Nc3ccccc3N)ccc2O1,-2.4,11.9,-4.0,19.6
CC(C)NC(=O)N(C)C[C@H]1Oc2c(NC(=O)Nc3ccc(F)cc3)cccc2C(=O)N([C@H](C)CO)C[C@@H]1C,0.4,-3.2,nt,2.9
C[C@H](CO)N1C[C@H](C)[C@H](CN(C)C(=O)[C@@H](Cc2ccccc2)N(C)C)OCc2ccccc2-c2c(n(C)c3ccccc23)C1=O,0.7,7.0,88.6,-68.7
C[C@@H]1CN([C@@H](C)CO)C(=O)Cc2cc(NC(=O)C3CC3)ccc2O[C@H]1CN(C)Cc1ccc(C(=O)Nc2ccccc2N)cc1,-1.7,1.4,40.9,-10.5
O=C(C[C@@H]1CC[C@H](NC(=O)Nc2ccc3c(c2)OCO3)[C@H](CO)O1)NCc1ccc2c(c1)OCO2,2.4,-2.2,8.6,-7.9
O=C(NC[C@H]1[C@H](c2ccccc2)[C@H](CO)N1CC1CCCC1)c1cccnc1,-2.5,2.8,-1.9,-30.2
CN1CCCCN2[C@H](CO)[C@@H](c3ccc(-c4ccc(F)cc4)cc3)[C@@H]2C1,-1.6,9.1,57.4,23.3

# Not a retest: an excerpt of the list.
SMILES,KDM4C inh,C diff growth,Tcruzi prolif,Pf Dd2 inh
C[C@H]1CN([C@@H](C)CO)C(=O)Cc2cc(NC(=O)CCCN(C)C)ccc2O[C@@H]1CN(C)S(=O)(=O)c1cccs1,2.5,10.3,14.8,-0.5
C[C@@H]1CCCCO[C@@H](CN(C)C(=O)c2ccncc2)[C@@H](C)CN([C@H](C)CO)C(=O)c2cc(NC(=O)CCCCCC(=O)Nc3ccccc3N)ccc2O1,-2.4,11.9,-4.0,19.6

# More structures
SMILES,KDM4C inh,C diff growth,Tcruzi prolif,Pf Dd2 inh
C[C@@H]1CN([C@@H](C)CO)C(=O)Cc2cc(NC(=O)CCN3CCOCC3)ccc2O[C@@H]1CN(C)Cc1ccncc1,-1.3,-7.3,-11.6,0.3
O=C(C[C@@H]1CC[C@H]2[C@@H](COC[C@H](O)CN2C(=O)Cc2ccccc2)O1)NC1Cc2ccccc2C1,2.5,36.0&20.0,31.4,-5.4
CCC(=O)N(C)C[C@H]1[C@@H](c2ccc(C3=CCCCC3)cc2)[C@@H](CO)N1C(=O)CC,0.3,-0.8,16.5,13.4
CC(C)NC(=O)Nc1ccc2c(c1)CC(=O)N([C@H](C)CO)C[C@@H](C)[C@H](CN(C)C)O2,1.0,2.5,-21.6,-18.0
COC(=O)[C@@H]1[C@@H](CO)[C@@H]2Cn3c(ccc(-c4ccccc4F)c3=O)[C@@H]2N1Cc1ccccc1,2.3,9.1,22.5,-9.4
C[C@H](CO)N1C[C@H](C)[C@@H](CN(C)C(=O)c2ccccc2F)Oc2ncc(-c3cncnc3)cc2C1=O,4.7,-5.5,99.4,13.1
CN1C(=O)c2cc(NC(=O)Nc3cccc(Cl)c3)ccc2OC[C@@H]2O[C@@H](CC(=O)O)CC[C@@H]21,1.2,4.8,-41.3,4.6

# Structures listed so far that contain sulfur, in the order listed:
SMILES,KDM4C inh,C diff growth,Tcruzi prolif,Pf Dd2 inh
CO[C@@H]1CN(C)C(=O)c2ccc(NS(C)(=O)=O)cc2OC[C@@H](C)N(C(=O)CC2CC2)C[C@@H]1C,0.4,-4.1,nt,16.2
Cc1ccc(S(=O)(=O)Nc2ccc3c(c2)C(=O)N([C@@H](C)CO)C[C@@H](C)[C@H](CN(C)Cc2ccc(C(=O)O)cc2)OCCCC[C@H](C)O3)cc1,0.2,nt,nt,8.7
CS(=O)(=O)N1CC(=O)N2[C@H](CO)[C@H](c3ccc(C#CC4CCCC4)cc3)[C@@H]2C1,0.5,-2.1,nt,-58.3
COc1cccc(S(=O)(=O)Nc2ccc3c(c2)C(=O)N(C)[C@H]2CC[C@H](CC(=O)O)O[C@H]2CO3)c1,-1.8,-5.3,-6.4,-38.3
Cc1ccc(S(=O)(=O)N(C)C[C@@H]2Oc3ncc(-c4ccncc4)cc3C(=O)N([C@H](C)CO)C[C@H]2C)cc1,1.7,-6.5,nt,-70.1
COc1cccc(S(=O)(=O)Nc2ccc3c(c2)C(=O)N(C)[C@@H]2CC[C@@H](CC(=O)NCC4CCCCC4)O[C@H]2CO3)c1,-1.9,0.1,-8.2,5.5
C[C@H]1CN([C@@H](C)CO)C(=O)c2cccc(NC(=O)c3ccc(-c4nccs4)cc3)c2O[C@@H]1CN(C)S(=O)(=O)c1ccc(Cl)cc1,-4.4,1.9,19.9,5.6
N#C[C@@H]1[C@H](c2ccc(C#CC3CCCC3)cc2)[C@@H](CO)N1S(=O)(=O)c1ccccc1,-0.6,-11.8,97.5*,-16.3
CC(=O)N(C)C[C@@H]1Oc2cc(Br)ccc2S(=O)(=O)N([C@@H](C)CO)C[C@H]1C,0.4,8.5,5.7,23.0
C[C@@H]1CCCCO[C@H](CN(C)CC2CC2)[C@@H](C)CN([C@H](C)CO)C(=O)c2cc(NS(=O)(=O)c3ccccc3)ccc2O1,8.9,1.6,90.3,-27.1
C[C@H]1CN([C@@H](C)CO)C(=O)Cc2cc(NC(=O)CCCN(C)C)ccc2O[C@@H]1CN(C)S(=O)(=O)c1cccs1,2.5,10.3,14.8,-0.5

# High-throughput results deposited in PubChem by Broad Institute.
